CSN inh – CSN deneddylation inhibition; inhibition, % at 12.5 µM; Q92905; AID 651999; Purified CSN, SCF-Nedd8-OG deneddylation, fluorescence polarization; actives 0.38% (n = 360,000);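 active = pattern-corrected inhibition above about 35%, with an unprinted fluorescence ratio check between 0.5 and 1.5, limit read from the data, passing the limit was not always enough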;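 also: 0% = enzyme with substrate and 100% = substrate without enzyme; some results filed as inactive read as strong as hits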
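Material: human Csn5 produced in HEK293T cells; Input: enzyme 0.24 nM; Reagent: SCFSkp2-Nedd8OG substrate at 10 nM final; Dosing: 12.5 µM compound; Incubation: 90 min reaction at room temperature; Detection: fluorescence polarization of the substrate; Evaluation: % inhibition of substrate cleavage by Csn5; Control set: substrate-only high control, full reaction low control.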
Rin1 Abl inh – inhibitors of human Rin1-Abl protein interaction; TR-FRET Rin1/Abl binding, biochemical; inhibition, % at 7.35 µM; actives 0.4% (n = 360,000); in the data active = inhibition above about 5%, passing the limit was not always enough
E coli Lon inh – inhibits E. coli Lon protease | inhibition, % at 7.94 µM | actives 0.42% (n = 360,000) | P0A9M0 | purified E. coli Lon protease, fluorescence polarization; in the data active = inhibition above about 13%, passing the limit was not always enough;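 also: 0% = enzyme with probe and DMSO and 100% = no enzyme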
Rpn11 inh – blocks the human proteasome subunit Rpn11 | O00487 | human 26S proteasome, Ub4-pepOG fluorescence polarization; 20S core pre-blocked with epoxomicin | calls only at 20 µM | actives 0.59% (n = 360,000);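 active = inhibition at 20 µM, scaled to each plate's controls, above about 33%, limit read from the data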
Target sequence (O00487 whole entry, looked up): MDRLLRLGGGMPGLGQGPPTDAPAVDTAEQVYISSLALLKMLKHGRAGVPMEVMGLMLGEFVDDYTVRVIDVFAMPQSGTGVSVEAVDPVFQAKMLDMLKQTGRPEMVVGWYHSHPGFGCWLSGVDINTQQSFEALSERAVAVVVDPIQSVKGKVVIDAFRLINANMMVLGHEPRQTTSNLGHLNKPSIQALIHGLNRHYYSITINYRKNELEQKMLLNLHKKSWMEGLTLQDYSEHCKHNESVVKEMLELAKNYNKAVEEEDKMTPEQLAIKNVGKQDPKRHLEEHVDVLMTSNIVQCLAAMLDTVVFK
bovine MsrA act – activators of bovine methionine sulfoxide reductase A; actives 0.3% (n = 360,000); AID 602163; activation, % at 10.6 µM; purified bovine MsrA, absorbance read-out; in the data active = activation above about 7.5%;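 also: 0% = vehicle and 100% = reference activator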
MT1-MMP act inh – inhibitors of human MT1-MMP activation; HT1080 RFP-PRO-GFP cells, GFP/RFP ratio fluorescence, overnight; percent of plate control window, DMSO zero; GFP/RFP ratio change, % at 20 µM; actives 0.061% (n = 360,000); P50281;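 active = GFP/RFP ratio change of at least 30% with cell ATP level not reduced by more than half and red fluorescence within 50% of control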; also: strong numbers were not always called active
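Test system: HT1080 cells expressing an RFP-PRO-GFP fluorescent reporter construct / Compound dosing: single-point 20 µM compound, 1% DMSO / Schedule: cells overnight before dosing, compound overnight, 37 °C, 5% CO2 / Evaluation: GFP/RFP fluorescence ratio / Control set: DMSO and RFP-L50D-GFP cell wells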
MsrA inhibitor – inhibitors of bovine MsrA. actives 0.75% (n = 360,000). purified bovine MsrA, absorbance read-out. inhibition, % at 15.5 µM; in the data active = inhibition above about 4.5%;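 also: 0% = vehicle wells with enzyme and 100% = reference inhibitor wells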
PABP1 MLLE inh – inhibitors of microRNA-mediated deadenylation, human PABP1 MLLE binding. P11940. GST-MLLE / FITC-PAM2 fluorescence polarization. inhibition, % at 20 µM. actives 0.36% (n = 360,000); in the data active = inhibition above about 35%, passing the limit was not always enough;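 also: plate controls were DMSO wells with GST-MLLE for no effect and wells lacking GST-MLLE protein for full effect; some results filed as inactive read as strong as hits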
Target sequence (P11940 whole entry, looked up): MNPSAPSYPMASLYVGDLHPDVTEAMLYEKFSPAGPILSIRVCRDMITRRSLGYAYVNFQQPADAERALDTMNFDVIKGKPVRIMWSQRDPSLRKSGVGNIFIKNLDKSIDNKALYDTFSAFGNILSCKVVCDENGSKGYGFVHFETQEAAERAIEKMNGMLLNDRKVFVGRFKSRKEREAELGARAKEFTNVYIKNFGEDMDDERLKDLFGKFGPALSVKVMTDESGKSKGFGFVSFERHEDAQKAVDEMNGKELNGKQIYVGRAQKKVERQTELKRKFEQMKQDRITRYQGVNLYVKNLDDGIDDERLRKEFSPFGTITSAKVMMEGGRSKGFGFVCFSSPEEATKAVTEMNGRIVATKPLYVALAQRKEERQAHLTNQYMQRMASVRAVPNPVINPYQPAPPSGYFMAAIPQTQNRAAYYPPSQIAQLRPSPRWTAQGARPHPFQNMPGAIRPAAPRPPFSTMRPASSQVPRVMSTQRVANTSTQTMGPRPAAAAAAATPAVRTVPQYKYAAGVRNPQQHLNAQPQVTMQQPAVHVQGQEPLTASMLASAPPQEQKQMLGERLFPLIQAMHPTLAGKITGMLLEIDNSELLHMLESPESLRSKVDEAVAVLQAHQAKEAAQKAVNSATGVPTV
FAS TE block – blocks the thioesterase domain of human fatty acid synthase | recombinant FAS-TE, OMFH fluorogenic substrate, fluorescence endpoint | inhibition, % at 15 µM | P49327 | actives 0.67% (n = 360,000) | AID 602261;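 active = compounds whose normalised, plate-corrected inhibition of enzyme fluorescence in the single-dose primary screen is 50% or more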;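 also: 0% = DMSO with enzyme and 100% = substrate without enzyme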
* hit, by the source's call; i = inactive; / = not tested or not shown; & = joins results of further samples.

A first look:
item	compound	CSN inh	PABP1 MLLE inh	E coli Lon inh	FAS TE block	MsrA inhibitor	MT1-MMP act inh	Rpn11 inh	bovine MsrA act	Rin1 Abl inh
1	COc1ccccc1NC(=O)N[C@@H](Cc1c[nH]c2ccccc12)C(=O)NN	2.1	9.6	-1.7	0.1	-0.9	-0.6	i	-1.1	-4.6
2	CSc1ncccc1C(=O)NC1CCCCCC1	-4.1	-2.1	-3.3	-4.0	0.9	1.4	i	0.0	2.3

The listing, from the first entry:
item	compound	CSN inh	PABP1 MLLE inh	E coli Lon inh	FAS TE block	MsrA inhibitor	MT1-MMP act inh	Rpn11 inh	bovine MsrA act	Rin1 Abl inh
1	COc1ccccc1NC(=O)N[C@@H](Cc1c[nH]c2ccccc12)C(=O)NN	2.1	9.6	-1.7	0.1	-0.9	-0.6	i	-1.1	-4.6
2	CSc1ncccc1C(=O)NC1CCCCCC1	-4.1	-2.1	-3.3	-4.0	0.9	1.4	i	0.0	2.3
3	Cc1ccc(S(=O)(=O)CCc2nc3ccccc3n2CCC#N)cc1	2.5	1.4	0.2	-0.9	0.7	1.6	i	0.0	-1.8
4	COc1ccc(NC(=O)c2sccc2C)c([N+](=O)[O-])c1	4.7	4.2	-5.6	7.7	1.4	1.5	i	-0.1	-2.8
5	O=C(C1CCN(S(=O)(=O)c2ccccc2)CC1)N1CCc2ccccc21	3.0	-5.3	-11.0	5.1	-0.5	-1.7	i	-3.5	-2.8
6	O=C(Nc1ccc(F)cc1)Nc1ccccc1NS(=O)(=O)c1cccs1	2.6	-15.4	-2.0	0.1	0.3	2.7	i	-3.2	-0.4
7	CN(CCOc1ccc(Br)cc1)CC(O)COc1ccc(C#N)cc1 (configuration not stated)	1.0	9.2	3.3	7.3	0.9	0.9	i	-1.2	-1.4
8	O=C(COC(=O)c1ccc(Cl)c([N+](=O)[O-])c1)NC1CCCC1	1.8	7.6	-16.4	74.1*	2.9	-1.1	i	-1.1	2.0
9	O=c1[nH][nH]c2c1[C@@H](c1ccc(F)cc1)O[C@H](CCOCc1ccccc1)C2	-0.2	/	-2.1	-18.3	-0.6	4.5	/	-3.1	/
10	Cc1cc(C)n2nc(C(=O)NC(c3ccccc3)c3ccccc3)nc2n1	-4.2	-2.5	1.8	5.0	-1.1	-1.1	i	-4.3	-2.1
11	CC1CCN(Cc2csc(N)n2)CC1	3.5	-12.4	-8.6	-3.6	-0.3	-0.4	i	-2.9	2.3
12	Cc1ccc(N(C(=O)c2snc(C(N)=O)c2N)C(C(=O)NC2CCCC2)c2ccc(C)o2)cc1 (configuration not stated)	0.6	5.2	1.4	5.6	0.1	-0.8	i	-8.8	2.6
13	CCN(CC)C(=O)CCc1nc2sc3c(c2c(=O)[nH]1)CCCC3	-0.8	-18.6	-9.5	-11.6	-0.7	2.0	i	-4.5	-2.8
14	O=C(NCCS(=O)(=O)N1CCN(Cc2ccccc2)CC1)c1ccc(F)cc1	-2.8	-2.6	-6.1	-6.2	0.1	2.9	i	0.9	-1.0
15	CC(C)(C)C1CCc2c(C(=O)NNC(=O)CCC(=O)O)csc2C1 (configuration not stated)	-6.7	6.8	-2.7	-13.6	0.1	5.0	i	-1.6	0.1
16	CCCCC(=O)Nc1nnc(SCC(=O)NC2CC2)s1	3.8	3.0	5.2	-3.7	-1.2	1.9	i	-1.8	0.8
17	COc1ccccc1C(c1nnnn1C(C)(C)C)N1CCCCCC1 (configuration not stated)	-5.8	9.5	11.7	4.5	0.5	-0.1	i	-3.6	0.6
18	O=C(O)/C(=C\c1cccs1)c1ccc(F)cc1	4.2	-1.5	5.0	-8.6	-1.0	1.5	i	-2.9	-4.1
19	O=C(COC(=O)C1=NN(c2ccccc2)C(=O)CC1)Nc1ccc([N+](=O)[O-])cc1C(F)(F)F	-5.4	4.3	9.2	1.5	12.1*	-3.9	i	-2.3	0.3
20	COC(=O)C(C)N(c1ccc(OC)cc1)S(C)(=O)=O (configuration not stated)	-8.6	-13.6	-3.4	-2.3	-0.4	0.6	i	-7.4	3.5
21	Cc1ccc(NC(=O)CSc2nnc3n2CCCCC3)cc1	-12.8	7.9	-1.7	-9.9	-0.4	4.1	i	-14.2	6.0*
22	N/C(=N\OC(=O)/C=C/c1ccccc1)c1ccc(Cl)cc1	-8.4	-2.8	-6.1	3.9	0.6	0.9	i	-3.3	-0.8
23	O=C(O)C1OC(C(=O)O)C2C1C(F)(F)C2(F)F (configuration not stated)	-1.5	-6.1	-7.2	-4.8	-0.8	5.1	i	0.7	4.9
24	CCC(C)NCCOCCOc1ccc(Cl)c2ccccc12 (configuration not stated)	-0.1	14.1	-2.6	6.0	0.7	-5.9	i	1.2	-8.2
25	O=C(CN1C(=O)NC2(CCOc3ccccc32)C1=O)c1ccc(Cl)cc1 (configuration not stated)	1.3	7.3	0.6	6.1	0.1	0.3	i	-2.2	4.3
26	C[n+]1ccccc1/C=N/O	3.6&-6.4	2.3&-136.1	-2.3&-9.9	-5.5&-5.5	1.0&1.3	3.7&-2.6	i	-7.5&-3.9	-2.2&-2.8
27	CC(=O)Oc1ccc(/C=C2/SC(=S)N(Cc3ccccc3)C2=O)cc1	13.2	-53.4	-67.0	-15.0	-0.1	-109.9	i	-12.9	2.5
28	CC(O)c1nc2ccccc2n1CCCc1ccccc1 (configuration not stated)	-6.7	2.5	-0.4	-4.0	-0.3	0.7	i	-3.2	1.1
29	COc1cccc(NC(=O)CC2C(=O)NC3CCCCC3N2C(=O)c2ccc(F)cc2)c1 (configuration not stated)	-3.2	4.8	-12.7	-1.5	-0.2	-1.4	i	-0.1	2.7
30	NC(=O)CC(NC(=O)c1cccc(Br)c1)c1ccc(N2CCN(c3ccc(F)cc3)CC2)c([N+](=O)[O-])c1 (configuration not stated)	-2.0	-15.9	-4.6	-4.6	0.2	1.1	i	5.5	-0.6
31	COc1ccc(N2CC(NC(=O)NCCC(C)C)CC2=O)cc1 (configuration not stated)	-15.4	9.5	-1.4	-4.1	-0.8	2.3	i	-13.2	-2.0
32	COc1ccccc1CNC(=O)C1CCCN(c2cnccn2)C1 (configuration not stated)	2.8	-3.3	-0.5	-7.4	2.5	-1.5	i	-4.4	-0.3
33	CC(=NOC(=O)c1ccc(F)cc1)c1nccs1	1.3	6.1	-3.6	-6.5	1.4	0.7	i	-3.5	-1.9
34	Cc1cc(NC(=O)CSc2ccc(-c3cccc([N+](=O)[O-])c3)nn2)no1	-5.8	1.1	8.9	4.9	0.6	0.7	i	-1.7	-5.2
35	COc1ccc(CN(C)C(=O)Cc2ccc(S(=O)(=O)N3CCOCC3)s2)cc1OC	-2.4	9.3	-2.1	-2.5	-0.7	-4.6	i	-7.3	0.9
36	NC(=O)c1cc2ccccc2o/c1=N\NC(=O)c1ccco1	-11.8	-3.3	2.2	-5.2	1.6	3.4	i	-11.4	-3.8
37	CCCn1nc2cc(C(=O)NC3CCc4ccccc43)ccc2c1OCC (configuration not stated)	-1.7	-8.0	-10.1	-3.0	-0.5	4.5	i	-2.6	1.8
38	O=Cc1cc(OCc2ccccc2)ccc1[B-](F)(F)F	-4.1	13.3	6.6	-3.8	0.1	-5.0	i	-5.5	0.1
39	CCCN1CCc2nc(SCC(=O)Nc3ccc(C)c(Cl)c3)[nH]c(=O)c2C1	2.2	-13.1	-6.0	0.5	1.9	-5.2	i	-5.2	-3.0
40	COC(=O)[C@@]1(Cc2ccc(F)cc2)[C@H]2c3cc(C(=O)N4CCCC4)n(CCc4c[nH]c5ccccc45)c3C[C@H]2CN1C(=O)c1ccccc1	8.5	/	-11.2	62.2*	0.0	-20.0	/	-2.1	/
41	CC1(C(=O)NCc2ccccc2)CCC(=O)N1CCc1c[nH]c2ccccc12 (configuration not stated)	0.4	15.0	1.2	-8.4	0.2	-1.8	i	-3.4	6.0
42	COc1ccccc1NC(=O)c1ccc(NC(=O)CSc2nc(N)cc(=O)[nH]2)cc1	-1.3	0.8	-1.9	-1.0	-0.6	-0.4	i	3.4	-1.9
43	COc1ccc(C(CC(=O)O)NC(=O)c2ccco2)cc1 (configuration not stated)	3.8	-2.5	5.9	-10.0	0.2	8.4	i	-3.0	-1.9
44	CCCC(=O)N/N=C1\CS(=O)(=O)N(C)c2ccsc21	-1.6	-1.9	-5.2	-7.8	1.0	0.7	i	-12.8	3.1
45	C/C(N)=C(/C#N)C(=O)COC(=O)CNS(=O)(=O)c1ccc(C)cc1	-0.1	3.2	2.9	-1.9	-0.4	1.2	i	-2.3	2.9
46	O=C(O)c1cccnc1Cl	3.1	2.3	-6.3	-6.3	-0.5	2.6	i	-2.6	0.4
47	N#Cc1ccccc1NC(=O)COC(=O)CSc1nc2ccccc2o1	-4.8	8.1	-14.0	-2.9	0.4	0.5	i	-5.2	-1.4
48	Cc1ccc2c(c1)CCCN2C(=O)NC1CCCCC1	-1.8	-1.6	-5.4	-1.6	-1.5	3.2	i	-1.6	1.9
49	CNC(=O)CN1C(=O)NC2(CCc3ccccc32)C1=O (configuration not stated)	1.1	-8.8	3.1	-9.5	-1.1	0.9	i	-0.4	-2.8
50	COc1ccc(-c2csc(CCN3N=C(C)CC3=O)n2)cc1	-1.1	12.1	13.7	1.9	-0.8	0.0	i	-2.2	-1.3
51	COc1ccccc1/C=C1\SC(=O)N(CC(=O)NCCCn2ccnc2)C1=O	2.7	19.3	1.1	-3.6	1.7	4.7	i	-2.5	-4.4
52	O=C1CC(c2ccccc2)=NN1c1nc(-c2ccccc2)cs1	2.9	8.9	-1.2	1.2	0.5	8.4	i	-1.8	-0.2
53	OCC[C@H]1C[C@@H](O)[C@H](O)[C@]2(Cc3ccccc3CCO2)O1	4.2	4.3	2.6	-9.9	1.2	1.0	i	1.8	0.3
54	CCC(=O)Nc1nc2cc(OC)ccc2s1	-2.6	1.2	-10.3	-4.5	2.1	3.4	i	-1.6	7.2
55	COc1ccccc1C(=O)N1CCN(c2ccccn2)CC1	-5.6	-7.1	-2.3	-4.1	2.4	1.9	i	3.6	2.9
56	O=C(COc1ccc(S(=O)(=O)N2CCCC2)cc1)NCc1ccccn1	-4.0	-3.6	4.4	-2.7	-0.9	-0.8	i	2.1	-0.6
57	N#C/C(=C\c1c[nH]c2ccccc12)C(=O)NCC1CCCO1 (configuration not stated)	5.7	-108.6	-5.7	-10.5	-0.1	-0.4	i	-7.2	-4.1

Single records (already shown). Order of screens: CSN inh, PABP1 MLLE inh, E coli Lon inh, FAS TE block, MsrA inhibitor, MT1-MMP act inh, Rpn11 inh, bovine MsrA act, Rin1 Abl inh
CCCCC(=O)Nc1nnc(SCC(=O)NC2CC2)s1 as listed: 3.8, 3.0, 5.2, -3.7, -1.2, 1.9, i, -1.8, 0.8
CN(CCOc1ccc(Br)cc1)CC(O)COc1ccc(C#N)cc1 (configuration not stated) as listed: 1.0, 9.2, 3.3, 7.3, 0.9, 0.9, i, -1.2, -1.4
CC(C)(C)C1CCc2c(C(=O)NNC(=O)CCC(=O)O)csc2C1 (configuration not stated) as listed: -6.7, 6.8, -2.7, -13.6, 0.1, 5.0, i, -1.6, 0.1
O=C(O)c1cccnc1Cl as listed: 3.1, 2.3, -6.3, -6.3, -0.5, 2.6, i, -2.6, 0.4
